Screening data: PubChem BioAssay, several laboratories
BoNT A protease: BoNT A light chain protease inhibition; multiplex microsphere protease substrate cleavage, flow cytometry; inhibition, % at 10 µM; hit rate 0.17% among 360,000; also: plate controls were buffer without enzyme for full effect and enzyme alone for no effect
PfHsp40 yeast: restores yeast growth despite PfHsp40 toxicity. hit rate 0.68% among 340,000. growth rescue, % at 12.5 µM. S. cerevisiae expressing PfHsp40, growth rescue, ATP luminescence; in the data active = growth rescue above about 28%, passing the limit was not always enough; inconclusive = no clear call, values can overlap the other calls;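 also: yeast W303a lacking pdr1 and pdr3 grown in galactose medium; growth measured after three days at 30 °C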
Yp Topo-I inh: inhibitors of Yersinia pestis topoisomerase I; Y. pestis Topo-I cleavage product accumulation, plate reader; activity, % at 10 µM; hit rate 0.064% among 360,000; AID 504884; in the data active = activity above about 50%, passing the limit was not always enough; inconclusive = no clear call, values can overlap the other calls; also: inactives centre near 2
3CLpro inhibitor: SARS-CoV 3CLpro protease inhibition. P0C6X7. recombinant SARS-CoV 3CLpro, quenched FRET peptide cleavage. inhibition, % at 6 µM. hit rate 0.14% among 290,000. AID 1706; in the data active = inhibition above about 12%
Anthrax LF inh2: anthrax lethal factor protease inhibition. P15917. multiplex microsphere protease cleavage assay, LF. inhibition, % at 10 µM. hit rate 0.12% among 360,000. AID 588501; also: plate controls were buffer without enzyme for full effect and enzyme alone for no effect
Target sequence (P15917 whole entry, looked up): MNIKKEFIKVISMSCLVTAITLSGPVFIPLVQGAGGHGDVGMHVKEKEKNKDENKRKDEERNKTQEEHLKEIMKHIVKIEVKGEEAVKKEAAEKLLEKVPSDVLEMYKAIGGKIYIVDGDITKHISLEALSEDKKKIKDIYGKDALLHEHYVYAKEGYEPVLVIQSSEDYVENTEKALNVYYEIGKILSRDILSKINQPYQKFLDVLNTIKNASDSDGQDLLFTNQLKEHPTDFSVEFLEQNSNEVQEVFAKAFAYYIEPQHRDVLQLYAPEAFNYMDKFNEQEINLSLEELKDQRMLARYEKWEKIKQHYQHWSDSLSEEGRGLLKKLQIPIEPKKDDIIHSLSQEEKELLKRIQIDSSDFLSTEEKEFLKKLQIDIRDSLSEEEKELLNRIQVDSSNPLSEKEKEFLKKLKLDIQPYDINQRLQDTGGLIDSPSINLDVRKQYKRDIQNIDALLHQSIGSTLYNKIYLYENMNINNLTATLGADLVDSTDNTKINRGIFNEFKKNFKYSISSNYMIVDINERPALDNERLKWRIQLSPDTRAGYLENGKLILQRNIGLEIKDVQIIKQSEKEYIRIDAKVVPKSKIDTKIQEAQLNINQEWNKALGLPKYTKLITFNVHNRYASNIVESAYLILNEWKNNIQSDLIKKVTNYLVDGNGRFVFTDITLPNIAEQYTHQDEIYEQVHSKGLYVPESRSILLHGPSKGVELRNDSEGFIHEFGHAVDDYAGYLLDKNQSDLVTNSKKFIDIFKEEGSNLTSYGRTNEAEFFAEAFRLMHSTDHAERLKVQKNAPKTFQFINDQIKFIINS
TcdB GH inh: blocks C. difficile toxin B glycohydrolase activity; hit rate 0.24% among 350,000; inhibition, % at 9.99 µM; P18177; AID 652162; TcdB glycohydrolase enzymatic assay, plate reader; in the data active = inhibition above about 10%
CCHFV vOTU inh: blocks the CCHF virus ovarian tumor domain protease; hit rate 0.55% among 370,000; inhibition, % at 11.5 µM; CCHFV vOTU protease, Pep-AMC fluorescence; AID 651958; in the data active = inhibition above about 30%; also: 0% = vehicle wells with enzyme and 100% = no enzyme wells
PriA SSB inh: K. pneumoniae PriA-SSBct interaction inhibition. AlphaScreen SSBct-PriA binding, biotinylated peptide. inhibition, % at 33 µM. hit rate 0.6% among 430,000. AID 1272365; in the data active = inhibition mostly above about 37%, no sharp cut-off; inactive = mostly below about 20%;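 also: plate controls were negative control peptide for no effect and reference peptide for full effect; strong numbers were not always called active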
DUSP3 inh: blocks human VHR1 dual specificity phosphatase | P51452 | recombinant VHR phosphatase, pNPP absorbance | inhibition, % at 13.3 µM | hit rate 0.52% among 290,000; in the data active = inhibition above about 50%; also: some compounds called inactive have numbers as strong as hits
Target sequence (P51452 whole entry, looked up): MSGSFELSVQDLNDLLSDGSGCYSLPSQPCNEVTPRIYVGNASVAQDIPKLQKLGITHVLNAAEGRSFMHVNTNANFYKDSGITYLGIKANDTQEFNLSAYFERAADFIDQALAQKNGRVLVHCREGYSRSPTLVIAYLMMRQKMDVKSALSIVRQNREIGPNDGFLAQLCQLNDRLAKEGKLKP
BH1578 lux ind: quorum light induction in luxS cqsA deficient V. cholerae. V. cholerae BH1578 lux reporter, luminescence, 6 h. activation, % at 18.7 µM. hit rate 0.16% among 350,000. AID 588436; in the data active = activation mostly above about 9.7%, no sharp cut-off; inconclusive = no clear call, values can overlap the other calls; inactive = mostly below about 3.7%; also: not every result past the cut was called active; inactives centre near 0; reference of the scale not given here
Numbers without * were called inactive; i = inactive; ? = inconclusive; . = no result given; & = joins results of further samples. Rule as the data show it, unless noted: active = inhibition above about 30%; inconclusive = no clear call, values can overlap the other calls; inactive = below that. This is a subset. The share of hits here may be higher or lower than overall.

SMILES	TcdB GH inh	CCHFV vOTU inh	PfHsp40 yeast	BH1578 lux ind	Yp Topo-I inh	DUSP3 inh	BoNT A protease	Anthrax LF inh2	3CLpro inhibitor	PriA SSB inh
O=C(/C=C/c1ccc(F)cc1)N1CCCc2ccccc21	-0.2	4.4	0.3	-0.2	26.8	-16.8	-0.1	2.4	4.5	-8.7
Cc1ccc(S(=O)(=O)N2CCOCC2)cc1NC(=O)CSc1ccc(Cl)cc1	2.6	-8.0	4.6	-2.9	17.0	.	-0.5	0.7	.	-4.3
CC(C)(C)C(=O)Nc1ccnn1C1CCN(C(=O)c2cccc(Cl)c2)CC1	0.5	-4.5	-0.6	-0.3	5.3	16.3	-0.5	0.3	2.6	-13.5
COc1cccc(OC)c1NC(=O)C1CCCN1C(=O)NCc1ccccc1 (stereo not drawn)	.	-6.3	0.0	5.4	-1.7	10.5	0.0	-1.2	0.8	-10.8
CCN1CCN(C(=O)CN(c2ccc(F)c(Cl)c2)S(C)(=O)=O)CC1	0.2	-6.6	-0.3	-1.8	-8.2	24.4	-1.1	0.6	7.9	-16.9
CCCCn1c(N)c(N(CC(C)C)C(=O)COC(=O)Cc2cccc(OC)c2)c(=O)[nH]c1=O	2.0	-4.4	0.4	-0.2	-0.2	.	.	.	.	-1.5
Nn1c(SCC(=O)Nc2ccc3c(c2)OCO3)nncc1=O	-0.9	7.8	-1.2	i	-2.4	14.0	-1.3	-5.5	2.4	-9.0&9.7
CC(C)Oc1cccc(C(=O)C2CCCN(C3CCOCC3)C2)c1 (stereo not drawn)	1.4	-11.6	0.6	i	0.9	19.8	-2.0	-8.4	-1.2	4.5
CNC1=CC(=O)CC(c2ccccc2)C1 (stereo not drawn)	2.3	-9.4	1.1	i	-2.4	18.1	0.7	-2.3	3.5	-16.6
O=C(Nc1c[nH]c(=O)[nH]c1=O)c1ccccc1Br	0.1	-0.8	3.2	-1.5	-1.0	46.4	-3.2	4.8	-1.2	-11.3
CCOC(=O)Cn1cnc2c(cnn2-c2ccc(OC)cc2)c1=O	0.0	-2.0	-0.8	-0.4	1.9	8.5	-9.3	-8.1	4.7	-6.6
COc1nccnc1NS(=O)(=O)c1ccc(NC(=S)NC(=O)c2ccc(F)cc2)cc1	.	6.5	0.2	-4.8	-15.3	4.5	-2.7	-9.5	2.9	8.5
CC1CCC(=C(C#N)C(=O)Nc2cccc(Cl)c2)CC1 (stereo not drawn)	.	-14.8	0.0	-12.5	4.7	11.3	-0.7	-3.2	4.3	1.1
Cc1ccc(-c2nc(NC(=O)c3ccc(S(=O)(=O)N(CCC#N)CCC#N)cc3)sc2-c2ccccc2)cc1	-0.4	-0.8	-0.6	4.0	3.1	-11.1	-0.9	-2.1	-2.1	-13.1
C=CCNS(=O)(=O)CC12CCC(CC1=O)C2(C)C (stereo not drawn)	.	-4.1	5.5	-11.1	6.1	-23.2	0.2	2.4	0.6	-7.7
Cc1ccc(-c2nnn(CC(=O)N(c3cccc(F)c3)C(C(=O)NC(C)(C)C)c3ccco3)n2)o1 (stereo not drawn)	0.1	11.8	1.6	i	-2.5	0.9	-3.1	-14.1	5.3	-2.5
CCCn1c(C2CCCN2c2nc(-c3cccc(Br)c3)cs2)nc2cc(Cl)c(Cl)cc21 (stereo not drawn)	1.0	20.3	-0.5	i	-8.6	8.9	0.5	-6.7	0.6	2.0
CN1CCN(c2ccc(Cl)cc2NC(=O)C2COc3ccccc3O2)CC1 (stereo not drawn)	.	-8.1	0.0	-0.6	4.9	11.8	-0.4	-8.8	2.6	-2.7
Cc1cccc(NC(=O)CSCC(=O)Nc2cc(S(=O)(=O)N3CCOCC3)ccc2OC(C)C)c1	1.0	-8.3	-0.6	i	22.3	.	-0.6	-4.3	.	7.3
Cc1cccc(OCCCC(=O)NNC(=O)c2ccncc2)c1	0.0	-7.7	-0.8	-0.2	6.7	.	-1.2	-2.0	.	-13.8
Cc1ccc(S(=O)(=O)N2CC(C)N(C(=O)N3CCOCC3)C2)cc1 (stereo not drawn)	0.8	2.9	-2.1	-0.1	8.2	6.4	-1.4	4.9	-1.9	-2.9
O=C(COc1coc(CN2CCc3ccccc32)cc1=O)NCCc1ccccc1	1.5	-2.9	-1.9	i	26.0	.	.	.	.	-5.3
Cc1cccc(C)c1OCC(=O)Nn1c(=O)[nH]c2ccccc2c1=O	0.7	0.3	-0.3	0.6	1.6	-15.1	0.5	0.4	0.8	2.1
O=C(NC1CCCCC1)C12CC3CC(CC(Cl)(C3)C1)C2	.	8.4	0.3	i	6.5	23.7	-0.4	-1.0	1.1	2.1
NC(=O)c1nc[nH]c1C(=O)Nc1cccc(NC(=O)c2cccc(C(F)(F)F)c2)c1	1.6	8.5	-0.6	-0.8	-3.4	.	-0.5	-9.9	.	-15.7
Cc1ccc(S(=O)(=O)CC2CSc3nc(N)cc(=O)n32)cc1 (stereo not drawn)	1.0	12.8	-0.9	1.3	2.1	10.0	?	-1.2	0.2	-17.2
Cc1noc(C)c1C(=O)NCCc1ccccc1	.	13.2	-0.1	0.5	8.6	15.2	0.5	3.0	-6.6	-1.7
Clc1cccc(/C=N/N2CCN(Cc3ccccc3)CC2)c1	0.4	15.3	-1.1	-0.7	?	-3.2	-2.7	4.4	3.6	.
O=C(OCC(=O)N1CCC(Cc2ccccc2)CC1)c1ccccc1	0.2	-17.8	1.4	1.0	21.4	36.9	-0.7	-4.9	4.3	-4.8
CCc1ccc2c(c1)cc(CN(C(=S)Nc1ccccc1)C1CC1)c1nnnn12	.	2.3	-0.7	i	-4.5	-19.8	-0.4	-4.5	-2.9	-0.5
O=C(NC(=S)Nc1ccc(Br)cn1)c1cccs1	1.5	3.1	-0.4	-1.6	-2.4	37.1	-0.5	2.6	-1.0	-32.5
COC(=O)Cc1ccc(NC(=S)NNC(=O)c2ccccc2Br)cc1	0.8	-5.7	1.7	-0.3	-4.5	-10.5	-0.1	0.5	-1.8	-20.6
Cc1cc(NC(=O)CSc2nc3c(cnn3-c3cccc(Cl)c3)c(=O)[nH]2)no1	0.8	5.0	-0.5	-0.3	4.2	.	-1.4	-12.9	.	7.0&-8.5
COc1ccc(-n2ncc3c(SCC(=O)OC(C)C)ncnc32)cc1	-0.1	4.7	.	i	8.2	.	0.0	-0.9	.	.
COc1ccc(-c2oc3ncnc(NCCN4CCOCC4)c3c2-c2ccc(OC)cc2)cc1	.	.	1.2	2.9	33.2	17.0	-0.1	-4.1	0.7	-13.1
CC(=O)c1cccc(OCc2cc(C(=O)N3C[C@@H](C)O[C@@H](C)C3)no2)c1	0.4	-5.3	1.0	-0.3	4.8	7.3	0.4	1.4	-1.9	4.0
COC(=O)[C@]1(C)N[C@H](CN(C)C(=O)c2ccc(C)cc2)[C@@H]2C(=O)N(C)C(=O)[C@@H]21	0.1	2.5	-0.6	i	-2.0	.	0.0	4.4	.	-28.0
CCCCCC(=O)N1CCCC1	0.0	-11.2	0.4	-0.7	6.2	17.0	3.0	-0.9	1.6	-5.1
O=C(CCc1ccccc1)Nc1nnc(-c2ccc3c(c2)OCCO3)o1	-0.3	7.7	-1.0	-5.9	7.5	15.2	-0.7	1.8	-0.3	6.9
COc1cccc(CC(NC(C)=O)C(=O)NC2CCN(C(=O)Nc3ccc(C)cc3)CC2)c1 (stereo not drawn)	1.5	0.4	1.2	i	1.0	29.8	0.2	0.0	1.8	-6.0
Cc1ccc(C)c(C(O)c2ncc(-c3ccc4ccccc4c3)[nH]2)c1 (stereo not drawn)	1.3	9.5	.	0.4	-12.1	.	0.0	-7.8	.	.
O=S1(=O)CC(N2CCN(CCO)CC2)CN1Cc1cn(Cc2ccccc2C(F)(F)F)nn1 (stereo not drawn)	0.6	-8.2	.	.	.	.	0.1	8.0	.	.
CCN(c1ccccc1)S(=O)(=O)c1ccc(C(=O)NCC(c2cccs2)N(C)C)cc1 (stereo not drawn)	1.5	-2.5	0.5	-1.6	0.9	-19.4	-0.7	-2.2	4.3	-13.9
CN1CCN(c2ccc(S(=O)(=O)N3CCCCC3)cc2NC(=O)c2cccc([N+](=O)[O-])c2)CC1	0.8	-1.2	-0.3	-0.1	-11.4	13.9	-0.4	-1.0	0.9	6.5
O=c1cc(C=NNc2ccccc2)[nH]c(=O)[nH]1	0.6	9.2	-0.2	i	1.5	.	-0.3	-3.2	.	-15.8
O=C(COC(=O)Cc1ccccc1F)Nc1ccccc1[N+](=O)[O-]	1.1	0.3	0.0	-2.6	13.2	.	-0.3	-7.9	.	20.8
Cn1cnc(S(=O)(=O)N2CCN(c3cccc(C(F)(F)F)c3)CC2)c1	0.8	6.0	0.1	-0.1	-10.5	50.4*	0.9	-1.7	0.1	-4.7
O=C(CN1C(=O)CSC1=O)Nc1ccccc1F	.	8.6	-0.1	i	-6.3	18.8	0.2	3.9	-1.6	-6.1

In the list so far, two contain a cyano group.
SMILES	TcdB GH inh	CCHFV vOTU inh	PfHsp40 yeast	BH1578 lux ind	Yp Topo-I inh	DUSP3 inh	BoNT A protease	Anthrax LF inh2	3CLpro inhibitor	PriA SSB inh
CC1CCC(=C(C#N)C(=O)Nc2cccc(Cl)c2)CC1 (stereo not drawn)	.	-14.8	0.0	-12.5	4.7	11.3	-0.7	-3.2	4.3	1.1
Cc1ccc(-c2nc(NC(=O)c3ccc(S(=O)(=O)N(CCC#N)CCC#N)cc3)sc2-c2ccccc2)cc1	-0.4	-0.8	-0.6	4.0	3.1	-11.1	-0.9	-2.1	-2.1	-13.1

3 compounds picked at random from the list so far:
SMILES	TcdB GH inh	CCHFV vOTU inh	PfHsp40 yeast	BH1578 lux ind	Yp Topo-I inh	DUSP3 inh	BoNT A protease	Anthrax LF inh2	3CLpro inhibitor	PriA SSB inh
CC(C)(C)C(=O)Nc1ccnn1C1CCN(C(=O)c2cccc(Cl)c2)CC1	0.5	-4.5	-0.6	-0.3	5.3	16.3	-0.5	0.3	2.6	-13.5
CCOC(=O)Cn1cnc2c(cnn2-c2ccc(OC)cc2)c1=O	0.0	-2.0	-0.8	-0.4	1.9	8.5	-9.3	-8.1	4.7	-6.6
CC(=O)c1cccc(OCc2cc(C(=O)N3C[C@@H](C)O[C@@H](C)C3)no2)c1	0.4	-5.3	1.0	-0.3	4.8	7.3	0.4	1.4	-1.9	4.0
